RGS7-Gao reg: RGS7-Galphao binding modulators, primary screen, biochemical, multiplexed bead flow cytometry | AID 1439, 2008 | Guanine nucleotide-binding protein G(o) subunit alpha (Homo sapiens), P09471 | actives lie on both sides | binding response (% of control), % at 10 µM | hit rate 0.35% among 220,000; in the data active = binding response below about 49% or above about 150%; inconclusive = no clear call, values can overlap the other calls; inactive = in between;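 also: fluorescent Galphao held in activated GDP-AlF4 state binding bead-coupled RGS7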
Target sequence (P09471 whole entry, looked up): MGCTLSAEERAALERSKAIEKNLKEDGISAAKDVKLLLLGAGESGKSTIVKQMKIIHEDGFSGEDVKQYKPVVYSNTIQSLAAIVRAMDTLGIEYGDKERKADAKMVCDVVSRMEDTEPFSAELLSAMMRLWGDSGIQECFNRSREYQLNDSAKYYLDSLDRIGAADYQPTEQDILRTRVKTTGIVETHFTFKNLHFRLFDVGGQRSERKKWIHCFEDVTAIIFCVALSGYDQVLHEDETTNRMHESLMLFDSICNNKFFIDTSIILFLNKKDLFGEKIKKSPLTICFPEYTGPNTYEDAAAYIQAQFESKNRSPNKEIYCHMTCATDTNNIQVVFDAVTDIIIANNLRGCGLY
RGS4-Gao reg: modulators of RGS4 binding to Galphao, primary screen, biochemical, multiplexed bead flow cytometry; actives lie on both sides; binding response (% of control), % at 10 µM; AID 1415, 2008; Guanine nucleotide-binding protein G(o) subunit alpha (Homo sapiens), P09471; hit rate 0.33% among 220,000; in the data active = binding response below about 49% or above about 150%; inactive = in between;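 also: fluorescent Galphao activated with aluminum fluoride binding bead-coupled RGS4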
RGS8-Gao reg: RGS8-Galphao binding modulators, primary screen, biochemical, multiplexed bead flow cytometry; Guanine nucleotide-binding protein G(o) subunit alpha (Homo sapiens), P09471; actives lie on both sides; response (percent of control binding), % at 10 µM; hit rate 0.34% among 220,000; AID 1423, 2008; in the data active = response below about 60% or above about 140%; inactive = in between;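 also: Galphao activated as the GDP aluminium fluoride complex binding bead-coupled RGS8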
The depositor's hits bear a star; ? = inconclusive; . = no result given. The list is partial (hit frequency here may not be typical).

SMILES	RGS7-Gao reg	RGS4-Gao reg	RGS8-Gao reg
Cc1cnc(NC(=O)c2c(-c3ccccc3)noc2C)s1	?	100	100
Cc1ccc(/C=N/NC(=O)Cn2nnc(N)n2)o1	.	105	102
Nc1cc(N)nc(SCC(=O)Nc2ccccc2N2CCOCC2)n1	?	98	99
CCCCOC(=O)c1ccc(NC(=O)C(=O)NCCN(CC)CC)cc1	?	91	100
O=C(NCCc1ccccc1)Oc1ccc(Cl)cc1	?	95	106
CCOc1ccc2cc(C3CC(c4ccco4)=NN3S(C)(=O)=O)c(Cl)nc2c1 (stereo not drawn)	?	98	98
Cn1ncc(C(=O)N=S(C)(=O)c2ccccc2)c1[N+](=O)[O-] (stereo not drawn)	?	104	100
Cc1cc2c(cc1C)/C(=N/NC(=O)c1ccccn1)CCC2	?	100	99
OC(C#CCN1CCCCCC1)(c1ccccc1)c1cccnc1 (stereo not drawn)	?	98	99
Cc1ccc(/C=N/NC(=O)c2cc(C)oc2C)cc1	?	86	94
Cc1cnc(SCc2ccc(Cl)cc2Cl)[nH]c1=O	?	105	101
CSc1sc(C(=O)NN)c2c1C1(CCC2)SCCS1	?	104	105
O=C(Nc1cccc(Cl)c1)Nc1cccc(C(=O)O)c1	?	95	99
CN(C)c1cc(-c2ccc(F)cc2)oc(=O)c1Cl	?	88	98
COC(=O)c1cc(O)cc(OC)c1C(=O)c1c(O)cc(C)cc1O	?	68	83
COc1ccc(-c2ccc(C(C)=O)cc2)cc1[C@H]1[C@H]2C=CC[C@@H](C)[C@@H]2C(=O)N1Cc1ccccc1	?	98	100
Cn1cc(-c2cc(C(=O)O)on2)cn1	?	109	109
COC(=O)c1cc(S(=O)(=O)Nc2nn(C)c3ccccc23)oc1C	?	112	104
Cn1c(CNC(=O)OC(C)(C)C)nnc1SCC(=O)N1CCOCC1	?	92	95
COc1ccc(NC2c3ccccc3C(=O)N2Cc2ccccc2Cl)cc1OC (stereo not drawn)	?	96	99
O=C(Nc1ccc(Cl)cc1)Nc1cccc2nsnc12	?	99	99
CN(C)S(=O)(=O)c1ccc(C(=O)NCC(C)(C)N2CCOCC2)cc1	?	96	103
O=C(Nc1ccc(-c2csc(Nc3cccc(C(F)(F)F)c3)n2)cc1)c1cccc(C(F)(F)F)c1	?	107	107
S=C(c1ccc(-c2ccc(Cl)cc2Cl)o1)N1CCCC1	?	99	100
O=C(c1cccc(C(F)(F)F)c1)N1CCc2c([nH]c3ccccc23)C1C(F)(F)F (stereo not drawn)	?	70	90

(list continues)
SMILES	RGS7-Gao reg	RGS4-Gao reg	RGS8-Gao reg
Oc1cc2ccccc2nc1-c1ccccc1Cl	?	91	94
Cc1nn(C)c(Sc2ccccn2)c1[N+](=O)[O-]	?	103	101
CC(=O)N1N=C2c3ccccc3CCC2C1c1cccs1 (stereo not drawn)	?	100	100
COCCCNC(=O)C(CC(N)=O)NC(=O)OCc1ccccc1 (stereo not drawn)	?	88	93
COc1ccc(CNC(=O)C2CCC(CNc3c(N4CCC(C)CC4)c(=O)c3=O)CC2)cc1 (stereo not drawn)	?	101	102
Cc1nsc(N)c1C(=O)O	?	87	96
O=C(C1CC1)N1CCN(c2ccc([N+](=O)[O-])cc2-n2cccc2)CC1	?	92	99
Cn1c(N)c(N=Nc2ccc(S(N)(=O)=O)cc2)c(=O)n(C)c1=O	?	75	91
CN(C)c1ccc(SC#N)cc1	?	90	93
O=C(O)c1ccc(N=Nc2c(O)[nH]c3cc(Cl)ccc23)cc1	?	101	99
Cc1onc(-c2ccccc2)c1CNC(=O)Nc1ccccc1	?	102	100
Cc1ccc(-n2c(SCC(=O)N3CCCCC3)nc(O)cc2=O)cc1	?	108	101
Cc1cc(-n2cnc(-c3cn(C)nc3C)n2)no1	?	99	100
O=C(N/N=C/c1cc(Cl)cc([N+](=O)[O-])c1O)C1CC1	?	110	103
CC1(C)CC(=O)c2cnc(N3CCc4ccccc43)nc2C1	?	104	102
NC(=O)CC(NC(=O)Cc1cccc2ccccc12)c1ccc(NCc2ccccc2)c([N+](=O)[O-])c1 (stereo not drawn)	?	98	99
CC(C)(C)OC(=O)N[C@@H](Cc1ccccc1)c1nnc(SCC(N)=O)o1	?	100	101
O=S(=O)(Nc1ccncc1Cl)c1cc(Cl)ccc1Cl	?	103	97
N/C(=N\OC(=O)c1cccc2ccccc12)c1ccccn1	?	92	97
Cc1cc(C)[n+](-c2ccc(Oc3ccccc3)c(S(=O)(=O)[O-])c2)[nH]1	?	100	101
CCCCCCCN1C=CC(=O)CC1	?	101	100
Nc1c(-c2ccc(Cl)cc2)cnn1-c1cc(C(F)(F)F)cc(C(F)(F)F)c1	?	100	102
COC(=O)c1ccc(C23CC4(C2)[C@H](CN(C)[C@@H]4c2ccccc2)C3c2ccc(C(F)(F)F)cc2)cc1 (stereo partly drawn)	?	101	98
NC(=O)c1ccc(N2CCC(C(N)=O)CC2)c([N+](=O)[O-])c1	?	64	82
O=C(NC1CSCC1OC(=O)c1ccccc1)c1ccccc1 (stereo not drawn)	?	99	98

Sorted by heavy-atom count (low to high): three of the compounds above
SMILES	RGS7-Gao reg	RGS4-Gao reg	RGS8-Gao reg
Cc1cc(-n2cnc(-c3cn(C)nc3C)n2)no1	?	99	100
O=C(NC1CSCC1OC(=O)c1ccccc1)c1ccccc1 (stereo not drawn)	?	99	98
COCCCNC(=O)C(CC(N)=O)NC(=O)OCc1ccccc1 (stereo not drawn)	?	88	93

(more compounds)
SMILES	RGS7-Gao reg	RGS4-Gao reg	RGS8-Gao reg
Cc1ccc(Nc2nc(C)c3c(n2)CC(C)CC3=O)c(C)c1 (stereo not drawn)	?	103	102
CC(C)CC(=O)Nc1cccc(-c2nc3ccccc3[nH]2)c1	?	101	101
COC(=O)N/N=C/c1cc(N=Nc2ccccc2)ccc1O	?	107	106
CCCN1C(=O)C2(C(C(=O)c3ccc(C)o3)=C(O)C(=O)N2CCCOC)c2ccccc21 (stereo not drawn)	?	103	101
C[C@H]1[C@H](C)CC[C@]2(C(=O)O)CC[C@]3(C)C(=CC[C@@H]4[C@@]5(C)CC[C@H](O)C(C)(C)[C@@H]5CC[C@]43C)[C@H]12	?	96	96
O=C(SCC(O)C(O)CS)c1cccs1 (stereo not drawn)	?	107	105
Cn1c(=O)c2c(nc(Sc3ccccc3N)n2C)n(C)c1=O	?	99	97
Cc1ccc(F)c(C2C3C=CCC(c4cccc(-c5ccc(N(C)C)cc5)c4)C3C(=O)N2Cc2ccccc2)c1 (stereo not drawn)	?	89	94
CC1CCc2sc(C(=O)N/N=C/c3ccc(O)cc3)cc2C1 (stereo not drawn)	?	101	101
CCOC(=O)C1CCCN(c2c(NCCc3cccc(C)c3)c(=O)c2=O)C1 (stereo not drawn)	?	104	103
Nc1ccc(Cl)c(S(=O)(=O)Nc2ccc(Cl)cc2)c1	?	96	100
Cn1nnnc1SCC(=O)Nc1ccc(Cl)c(S(=O)(=O)N2CCOCC2)c1	?	95	98
Cc1cc2c(cc1C)NC1=C(N2)OC(c2cccc(O)c2)C1=O (stereo not drawn)	?	103	103
O=C(CSc1n[nH]c(=O)n1C1CC1)N1N=C(c2ccc(Cl)cc2)CC1c1ccco1 (stereo not drawn)	?	103	99
COc1ccc(/C=C2\SC(=O)N(CC(=O)NN3CCN(C)CC3)C2=O)cc1OC	?	105	100
FC(F)Sc1nc2ccccc2[nH]1	?	97	100
C=CCc1c(C)nc(N2CCSCC2)[nH]c1=O	?	101	101
Cc1nc2c(C)cccc2c(SC(=N)N)c1CC=C(Cl)Cl	?	87	90
O=C1NCCn2ccc(=O)cc21	?	98	103
N[C@@H](CO)c1cn([C@@H](Cc2cc3ccccc3[nH]2)C(=O)N2CCNCC2)nn1	?	97	99
CCCc1cc(=O)[nH]c(SCC(=O)NC2CCCc3ccccc32)n1 (stereo not drawn)	?	105	102
CCOc1cc(/C=N/Nc2ccc(C(=O)O)cc2)ccc1OC(=O)c1ccccc1C	?	106	103
CC[n+]1c(C)sc2sc3ccccc3c21	?	100	95
COc1ccc(Nc2nc3ccccc3nc2NS(=O)(=O)c2cccs2)c(OC)c1	?	100	100
COc1ccc(C(=O)N[C@H](C(=O)Nc2ccc(S(=O)(=O)N3CCOCC3)cc2)C(C)C)cc1	?	105	99

Later entries.
SMILES	RGS7-Gao reg	RGS4-Gao reg	RGS8-Gao reg
COC(=O)CC1(C(=O)OC)Oc2ccc(Br)cc2C(=O)N1c1cccc(Cl)c1Cl (stereo not drawn)	?	92	98
COc1ccc(S(=O)(=O)N2CCCCCC2)cc1C(=O)OC(C)C(N)=O (stereo not drawn)	?	103	103
CC(C)COC(=O)n1c(=O)oc2ccc(S(=O)(=O)N3CCCCC3)cc21	?	102	101
CCN(CC)CCNCC(=O)Nc1ccc(Oc2ccccc2)cc1	?	95	100
Cc1ccc(NC(=O)CN2C(=O)CNC2=O)cc1	?	104	105
COc1ccccc1C(=O)Nc1nnc(-c2ccc(Cl)cc2)o1	?	91	96
O=C(NCc1ccc(Cl)cc1)c1ccc(CNc2c(N3CCOCC3)c(=O)c2=O)cc1	?	100	99
CNC(=S)N(Cc1ccccc1)Cc1cccnc1	?	99	98
Cc1nc(CS(=O)(=O)c2ccccn2)sc1C(=O)NNC(=O)c1ccccc1	?	102	99
C/C(CCC(C)C)=N\NS(=O)(=O)c1ccc(C)c([N+](=O)[O-])c1	?	102	102
Cc1ccc(C)c(NS(=O)(=O)c2ccc3[nH]c(=O)[nH]c3c2)c1	?	101	107
Cc1c(N2C(=O)/C(=C3\C(=O)N(CC(=O)O)c4ccccc43)SC2=S)c(=O)n(-c2ccccc2)n1C	?	103	98
COc1ccccc1-c1c(-c2ccc(O)cc2O)n[nH]c1C(F)(F)F	?	96	99
CN(C)c1ccc(-n2cccc2)cc1	?	106	101
CCC(=O)c1c[nH]c(C(=O)NCc2cccs2)c1	?	102	101
CCCCN1CNC(=S)N(CCc2ccc(OCC)c(OCC)c2)C1	?	106	107
COc1ccc(CNC(=O)/C=C/C(=O)O)cc1	?	100	103
COc1cc2cc(C(=O)N3CCN(Cc4ccc5c(c4)OCO5)CC3)c(=O)oc2cc1OC	?	102	101
COc1ccc(-c2c(C(F)(F)F)nn(C)c2NC(=O)c2cccnc2)cc1	?	101	101
Cc1nc(C)c(Oc2ccc(Cl)cc2Cl)c(=O)[nH]1	?	102	108
CCCCN1C(=S)SC(C)(C)C1/[N+]([O-])=C/c1ccc(S(=O)(=O)NC)cc1 (stereo not drawn)	?	100	103
OC1CCCN(CC(O)COC(c2ccccc2)c2ccccc2)C1 (stereo not drawn)	?	101	100
CCC(=O)c1ccc(OCC(=O)Nc2ccc3nc(C)sc3c2)cc1	?	103	102
Oc1ccc(N=Nc2ccc3c(c2)OCCO3)c(O)c1	?	99	98
Cc1cc(=O)n2c(-c3ccc(Cl)cc3)csc2n1	?	99	101

The results go on:
SMILES	RGS7-Gao reg	RGS4-Gao reg	RGS8-Gao reg
O=C(O)c1ccccc1C(=O)N1CCc2c([nH]c3ccccc23)C1C(F)(F)F (stereo not drawn)	?	83	92
CSc1nnc2c(n1)OC=Nc1ccc(Br)cc1-2	?	93	96
NC(N)=Nc1ccc(N=C(N)N)cc1	?	145	126
COCCNc1nc(C)cc(-c2cc(C(=O)NCc3ccccc3)on2)n1	?	98	99
COc1ccc(C(=O)N2CCc3c([nH]c4ccccc34)C2C(F)(F)F)cc1 (stereo not drawn)	?	103	103
CN1CCN(c2nc3c(c(=O)[nH]c(=O)n3C)n2CCSc2nnnn2-c2ccccc2)CC1	?	99	101
COc1ccc(CNC(=O)C2CCC(=O)N2C(C)C)c(OC)c1 (stereo not drawn)	?	96	98
NC(=O)Nc1cc(Cl)ccc1Cl	?	99	100
N=c1ccn(Cc2cccc(F)c2)cc1	?	101	102
CCOC(=O)CSc1nnc(Cn2nnc3ccccc32)n1-c1ccc(F)cc1	?	105	101
COc1ccc(C(=O)N2CC3(CC(c4cccc(NC(=O)CC(c5ccccc5)c5ccccc5)c4)=NO3)C[C@H]2C(N)=O)cc1 (stereo partly drawn)	?	102	99
Cc1nn(C)c2c(=O)c(=O)c2n(C)[nH]1	?	99	99
COc1ccc(CNC(=O)c2ccc3c(c2)NC(=O)C(C)S3)cc1 (stereo not drawn)	?	99	94
CNC(=S)c1cc(C(C)(C)C)c(O)c(C(C)(C)C)c1	?	98	101
O=C(N/N=C/c1cccnc1)c1cc(-c2ccccc2OCc2ccccc2)n[nH]1	?	104	102
Cc1ccc(C)n1CCN1CCN(S(=O)(=O)c2ccc(F)cc2F)CC1	?	94	95
COC(=O)[C@H](CCSC)NC(=O)Nc1cccc(C)c1C	?	102	101

Structural class: those above with a tert-butyl group
SMILES	RGS7-Gao reg	RGS4-Gao reg	RGS8-Gao reg
Cn1c(CNC(=O)OC(C)(C)C)nnc1SCC(=O)N1CCOCC1	?	92	95
CC(C)(C)OC(=O)N[C@@H](Cc1ccccc1)c1nnc(SCC(N)=O)o1	?	100	101
CNC(=S)c1cc(C(C)(C)C)c(O)c(C(C)(C)C)c1	?	98	101

Record cards, from the list above.
Cc1nn(C)c2c(=O)c(=O)c2n(C)[nH]1 reads RGS7-Gao reg = ?; RGS4-Gao reg = 99; RGS8-Gao reg = 99
N=c1ccn(Cc2cccc(F)c2)cc1 reads RGS7-Gao reg = ?; RGS4-Gao reg = 101; RGS8-Gao reg = 102

Assay outcomes (PubChem BioAssay)
